Screening results (PubChem BioAssay)
TSG101-PTAP inh: blocks PTAP/TSG101 interaction to inhibit HIV-1 budding. 340,000 tested, under 10 active. Q99816. Potency, µM (titrated, usually from 115 µM), for the others: at the highest dose activity change, negative = inhibition, most hits filed as inhibitors. Fluorescence polarization, FITC-PTAP peptide / Tsg101 binding; active = well fitted inhibition curve with a large enough effect in the main read-out, with a control signal flat, not every such curve was filed as active; inconclusive = small, poorly fitted or top-dose-only effect, or effect the other way, or a change in a side signal; inactive = no such curve, though single readings can be large or run the other way; note: potency is the fitted concentration of half-maximal effect; % of control where 0% means no effect
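Fluorescence polarization binding of Tsg101 binding domain (10 uM final) to FITC-labeled PTAP peptide (50 nM final) in HEPES pH 7.5 buffer with NaCl, Tween 20, EDTA, TCEP. Compounds added before peptide; binding 20 min at RT.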
ELG1 repair inh: inhibitors of ELG1-dependent DNA repair in HEK293T cells. 330,000 compounds, 2.3% hits. Potency, µM (titrated, usually from 46.1 µM), for the others: top-dose activity change, negative = inhibition, usual class: inhibitors. HEK293T ELG1-luciferase reporter, luminescence, 16 h; DNA damage induced by 5-fluorouridine; note: potency is the fitted concentration of half-maximal effect; % is set by controls: 0 for no effect and ±100 for the full control effect; nearly all actives have a fitted effect of over 55% in size
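Reporter activity after DNA damage by 5-fluorouridine is monitored. Compound-treated cells incubate 16 hr at 37 °C, then ONE-Glo is added for 30 min before luminescence reading.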
Eya2 inh: Eya2 (human) phosphatase inhibition; recombinant Eya2, OMFP fluorescence dephosphorylation (OMFP is methylfluorescein phosphate); Potency, µM (doses to about 76.9 µM), for the others: top-dose activity, negative = inhibition, most hits filed as inhibitors; O00167; 330,000 compounds, 0.006% hits; note: potency is the fitted concentration of half-maximal effect; % is set by controls: 0 for no effect and ±100 for the full control effect
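Eya2 (0.2 uM) preincubated 10 min at ambient with compound, then OMFP substrate added at 50 uM; 10 min reaction in 50 mM HEPES pH 7.5, 50 mM NaCl, 5 uM MgCl2, 0.05% BSA, 1 mM DTT. Fluorescence read at Ex 485/Em 525 nm.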
TCR act: T cell receptor activation. primary human leukocytes, anti-CD3, IL-2 HTRF, 48 h. Potency, µM (series often up to 9.22 µM), for inactives: top-dose activation of IL-2 secretion, most hits filed as activators. 330,000 tested, under 10 active; note: % of control where 0% means no effect
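Activity was scored as IL-2 release from primary human leukocytes given only a TCR signal (a-CD3 beads) plus compound for 48 hr. Detection used a two-antibody HTRF format read at 665nm.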
TSHR antagonist: human thyrotropin receptor antagonism. 330,000 compounds, 0.2% hits. TSHR-expressing cells, TSH-stimulated cAMP HTRF, 2 h; hits give low values. P16473. AID 504810. activity change, negative = inhibition, % at 11.5 µM;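 active = activity change below a set negative limit, meaning inhibition stronger than a set level, cut at about -70% in these data; inconclusive = activity change between two set negative limits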; note: % is set by controls: 0 for no effect and ±100 for the full control effect
Target sequence (P16473 whole entry, looked up): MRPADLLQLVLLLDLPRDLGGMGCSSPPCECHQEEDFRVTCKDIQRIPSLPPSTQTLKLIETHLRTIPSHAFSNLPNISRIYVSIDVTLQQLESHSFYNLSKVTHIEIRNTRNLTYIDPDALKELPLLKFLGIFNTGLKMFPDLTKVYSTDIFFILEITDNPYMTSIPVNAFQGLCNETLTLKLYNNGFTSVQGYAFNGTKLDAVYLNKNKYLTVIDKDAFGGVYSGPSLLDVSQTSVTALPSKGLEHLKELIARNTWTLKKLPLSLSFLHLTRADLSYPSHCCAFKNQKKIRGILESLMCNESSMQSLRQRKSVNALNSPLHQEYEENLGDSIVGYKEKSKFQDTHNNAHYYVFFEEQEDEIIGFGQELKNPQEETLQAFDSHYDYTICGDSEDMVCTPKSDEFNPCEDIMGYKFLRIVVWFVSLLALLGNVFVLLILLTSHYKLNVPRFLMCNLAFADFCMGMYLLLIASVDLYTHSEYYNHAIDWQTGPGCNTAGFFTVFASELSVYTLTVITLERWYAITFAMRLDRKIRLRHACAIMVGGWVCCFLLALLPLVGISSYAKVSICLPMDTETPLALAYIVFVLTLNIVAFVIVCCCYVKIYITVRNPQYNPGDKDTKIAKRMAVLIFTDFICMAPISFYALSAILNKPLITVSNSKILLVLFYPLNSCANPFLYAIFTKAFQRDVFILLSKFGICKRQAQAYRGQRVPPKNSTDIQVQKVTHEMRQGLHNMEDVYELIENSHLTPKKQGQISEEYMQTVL
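Inhibition of cAMP made by TSHR-expressing cells under TSH stimulation (4nM final, EC80; 2 h, 37 deg C) is quantified with a one-step lysis HTRF kit, anti-cAMP cryptate versus cAMP-d2.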
Tb PFK inh: inhibitors of T. brucei phosphofructokinase | T. brucei PFK, ADP-Glo luminescence | Potency, µM (titrated, usually from 57.5 µM), for the others: at the highest dose activity, negative = inhibition, usual class: inhibitors | 330,000 compounds, 0.17% hits | O15648;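 note: potency is the fitted concentration of half-maximal effect; 0% = uninhibited 1x PFK enzyme wells and -100% = no-enzyme wells; nearly all actives have a fitted effect of over 60% in size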
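PFK 1.25 nM, F6P 0.5 mM, ATP 0.1 mM, 0.1 M TEA pH 8.0, 5 mM MgCl2, 0.01% Tween20, 0.1% BSA; 45 min RT. ADP-Glo readout. qHTS titration up to 57 uM; curves fitted, compounds curve-classed.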
BCR signal inh: blocks chronic active B-cell receptor signaling | ABC-DLBCL IkBa-CBG/CBR reporter, luminescence ratio, 4 h | Potency, µM (series often up to 46.1 µM), without a hit: at the top dose ratio change, negative = lower green/red ratio, actives largely listed as inhibitors | 340,000 compounds, 0.05% hits | AID 493014; active = well fitted inhibition curve with a large enough effect in the signal ratio, with a control signal flat, not every such curve was filed as active; inconclusive = small, poorly fitted or top-dose-only effect, or effect the other way, or a change in a side signal; the % refers to the signal ratio;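 note: potency is the fitted concentration of half-maximal effect; plate controls were basal doxycycline-induced cells for no effect and cells given 10 µM MG132 for full effect; MG132 reads +100%, hits lower the ratio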
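Concentration-response series (up to 46 uM) were applied to TMD8 dual-reporter cells for 4 h at 37C with doxycycline. Green/red ratio, after filter-overlap correction, defined %Activity; red signal alone was normalised to basal cells and zero luminescence.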
Mito fusion act: inhibitors of mitochondrial division or activators of mitochondrial fusion; Potency, µM (top dose mostly 46.1 µM), for the others: top-dose growth rescue (activation), actives largely listed as activators; AID 485298; S. cerevisiae fusion-defective mutant growth rescue, CellTiterGlo 48 h; 320,000 compounds, 0.23% hits;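 note: potency is the fitted concentration of half-maximal effect; % of control where 0% means no effect; nearly all actives have a fitted effect of over 45% in size; temperature-sensitive fusion mutants such as fzo1-1 at 37 °C on non-fermentable ethanol glycerol medium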
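Read-out: ATP-based luminescence (CellTiterGlo, 10 min ambient) reporting growth of fusion-defective ts yeast after 48 hours at 37C on glycerol/ethanol YPEG medium in the presence of compound.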
USP2a inh: USP2a (human) protease inhibition. O75604. USP2 core, Ub-CHOP2 coupled fluorogenic reporter, 485/531. Potency, µM (titrated, usually from 38.3 µM), inactives show top-dose activity change, negative = inhibition, most hits filed as inhibitors. 330,000 compounds, 0.01% hits. AID 463254;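 note: potency is the fitted concentration of half-maximal effect; plate controls were DMSO wells for no effect and full inhibition by NEM control for full effect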
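Deubiquitinase activity read as fluorescence (485/531 nm) after Ub-CHOP2 cleavage activates the enterokinase reporter on its substrate; USP2 core 10nM, Ub-CHOP2 and substrate 25nM each, 30min compound preincubation then 60min RT; data normalized to NEM, curves fitted.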
uPA surface inh: inhibitors of cell surface uPA generation. cell surface uPA generation assay, qHTS. Potency, µM (top dose mostly 38.3 µM), for the others: at the highest dose activity change, negative = inhibition, most hits filed as inhibitors. 330,000 compounds, 0.31% hits; active = well fitted inhibition curve with a large enough effect; inconclusive = small, poorly fitted or top-dose-only effect; inactive = no such curve, though single readings can be large or run the other way; tested in mouse RAW 264.7 cells; note: potency is the fitted concentration of half-maximal effect; % is set by controls: 0 for no effect and ±100 for the full control effect; nearly all actives have a fitted effect of over 55% in size
B2AR arrestin: beta2AR (human) beta-arrestin recruitment activity; 330,000 compounds, 0.02% hits; P07550; Potency, µM (doses to about 46.1 µM), for the others: top-dose activation, usual class: activators; beta-arrestin recruitment to beta2AR, cell-based reporter;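 note: potency is the fitted concentration of half-maximal effect; 0% = DMSO controls and full agonism = EC100 isoproterenol or metaproterenol; nearly all actives have a fitted effect of over 65% in size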
* marks the source's active call; other numbers are inactive results; ? = inconclusive; · = not tested or not shown; [ ] = dose if it differs, or a comment. Unless noted, calls come from the whole dose curve; as a rule, active = well fitted curve in the direction sought with a large enough effect; inconclusive = small, poorly fitted or top-dose-only effect, or another doubt; inactive = no such curve, though single readings can be large; an effect the other way counts as inactive or inconclusive. Outcome played no part in choosing rows; any-hit rate near 3%.

Each structure is followed by: TSG101-PTAP inh, ELG1 repair inh, Eya2 inh, TCR act, TSHR antagonist, Tb PFK inh, BCR signal inh, Mito fusion act, USP2a inh, uPA surface inh, B2AR arrestin
O=C(Nc1cccc(O)c1)c1ccc(Br)c(S(=O)(=O)N2CCCCC2)c1
  -1%, 7%, 6%, -1%, -23, 4%, -1%, 0%, 4%, ·, 0.1%
Cc1c(C)c2c(C)[nH]nc2oc1=O
  -3%, 3%, -10%, -3%, 0, 0%, 4%, -2%, 3%, -1%, 0.1%
C[C@H](NC(=O)C1CC(=O)N(c2ccc3c(c2)OCCO3)C1)C(=O)NC1CCCC1 (stereo partly specified)
  -1%, 0%, 1%, 7%, 7, 4%, -10%, 0%, 4%, 0%, 0.3%
COCCn1nnnc1CN(Cc1ccco1)Cc1cc2cc3c(cc2[nH]c1=O)OCO3
  -9%, -30%, -1%, 13%, -8, 1%, -10%, -4%, -1%, ·, -0.6%
COc1cc(C)c(C)cc1S(=O)(=O)NC1CC(C)(C)NC(C)(C)C1
  0%, 11%, -4%, -8%, 24, 3%, -3%, 0%, -2%, -2%, 0.3%
COCCn1c(-c2ccco2)nc2nc3ccccc3nc21
  -7%, 6%, 8%, -8%, -5, 4%, ?, -4%, 3%, -1%, 0.2%
Cc1ccc(NC(=O)c2cc(N3C(=O)C=CC3=O)ccc2Cl)cc1C
  -6%, ?, -32%, 2%[46.1 µM], -8, -14%, 6%, 2%, -8%, 7%, -0.5%
COc1ccc(OC)c(C(c2nnnn2Cc2ccccc2)N2CCN(C3CCCCC3)CC2)c1 (stereo unspecified)
  -1%, -6%, 14%, 9%, 4, -11%, 5%, -7%, -2%, -4%, 0.0%
Cc1cc(NC2CCCCC2)nc2ccccc12
  -5%, -14%, -5%, -8%, -1, 1%, ?, -6%, 8%, ?, 0.5%
Cc1ccc(-n2c(C)cc(C(=O)OCC(=O)N(C)C3CCS(=O)(=O)C3)c2C)cc1 (stereo unspecified)
  -2%, -3%, -3%, -5%, -3, -2%, ?, -3%, 1%, 2%, 0.1%
O=C(CCc1ccccc1)NC(=S)Nc1ccccc1Br
  0%, ?, 0%, 5%, -3, 0%, 0%, 23%, 0%, -2%, -1.0%
Cc1ccc(C(=O)OCC(=O)NCc2ccc3c(c2)OCO3)o1
  -5%, 2%, -6%, 1%, 2, 2%, -16%, ·, 1%, 3%, -0.4%
O=C(CCn1cccc1)Nc1cccc(F)c1
  -1%, 4%, 6%, -4%, 5, 0%, 1%, 4%, -1%, -1%, -0.7%
CCc1cc(-c2nnc(SCC(=O)NC3CC3)n2C)cs1
  5%, 10%, 9%, 0%, -7, 3%, -12%, -1%, 2%, -2%, -0.5%
CCOC(=O)C1(CCc2ccccc2)CCN(Cc2nccn2CC)CC1
  -4%, ?, -6%, 0%, -5, -1%, -13%, 1%, 1%, 5%, -0.2%

The last 4 entries of the section before lead into the next.
Each structure is followed by: TSG101-PTAP inh, ELG1 repair inh, Eya2 inh, TCR act, TSHR antagonist, Tb PFK inh, BCR signal inh, Mito fusion act, USP2a inh, uPA surface inh, B2AR arrestin
Cc1ccc(C(=O)OCC(=O)NCc2ccc3c(c2)OCO3)o1
  -5%, 2%, -6%, 1%, 2, 2%, -16%, ·, 1%, 3%, -0.4%
O=C(CCn1cccc1)Nc1cccc(F)c1
  -1%, 4%, 6%, -4%, 5, 0%, 1%, 4%, -1%, -1%, -0.7%
CCc1cc(-c2nnc(SCC(=O)NC3CC3)n2C)cs1
  5%, 10%, 9%, 0%, -7, 3%, -12%, -1%, 2%, -2%, -0.5%
CCOC(=O)C1(CCc2ccccc2)CCN(Cc2nccn2CC)CC1
  -4%, ?, -6%, 0%, -5, -1%, -13%, 1%, 1%, 5%, -0.2%
Cc1ccccc1NC(=O)Nc1nnc(CC(=O)NCc2ccccc2)s1
  -7%, 18%, 3%, -2%[46.1 µM], -3, -2%, 2%, 0%, 1%, 1%, 0.5%
COc1ccc(CCC(=O)NNC(=S)NCc2ccc(F)cc2)cc1
  -3%, -15%, -2%, 5%, -7, 0%, -18%, 14%, -2%, 18%, -0.3%
O=C1CS(=O)(=O)N(Cc2ccccc2F)c2ccc(Br)cc21
  -3%, 9%, 2%, 0%[46.1 µM], -22, 2%, 12%, ·, 0%, 17%, -0.1%
O=C(O)c1ccccc1SC1CC(=O)N(c2ccc3c(c2)OCO3)C1=O (stereo unspecified)
  -7%, 7%, 20%, ·, 12, ?, ?, -12%, 1%, 0%, 0.0%
Cc1ccc(N(CC(=O)N/N=C/c2cccs2)S(C)(=O)=O)cc1
  0%, -2%, -4%, 0%[46.1 µM], 14, 0%, 4%, -3%, 0%, 1%, -0.4%
CCCC(C(=O)NC1CCCC1)N(Cc1cccs1)C(=O)c1snc(C(N)=O)c1N (stereo unspecified)
  ·, ?, -6%, ·, 38, 0%, -1%, -1%, -1%, 7%, -0.3%
CCOCCn1c(COc2ccccc2)nc2ccccc21
  -2%, 17%, 0%, 1%, -5, -6%, 10%, 1%, 1%, -4%, -0.2%
CCCn1c(=O)c(C(=O)N/N=C/c2ccc(F)cc2)c(O)c2ccccc21
  -2%, 2%, -18%, -1%, -3, 0%, 12%, -1%, 3%, 2%, 0.3%
Cc1cccc(CN2CCC(Oc3ccc(C(=O)N4CCCC4)cc3)CC2)n1
  -2%, 10%, -5%, 4%, 0, -2%, 0%, -9%, -1%, 6%, -0.5%
O=C(/C=C/c1ccccc1Cl)Nc1ccc2c(c1)C(=O)NC2=O
  3%, -10%, 10%, 0%, -17, -15%, ?, -5%, 1%, ?, 0.0%
C(=C\c1ccco1)/c1nc2ccccc2[nH]1
  -4%, ?, 3%, -1%, -14, -19%, ?, -11%, 1%, 7.1µM*, 0.2%
Cc1ccc(N(C)S(=O)(=O)c2c[nH]c3ccc([N+](=O)[O-])cc23)cc1
  0%, -2%, 1%, -5%, -26, 1%, ?, -2%, -1%, -14%, 0.0%
Cn1c(=O)n(CCc2ccccc2)c2ccccc21
  1%, 2%, 8%, -2%, -2, 1%, -3%, 1%, 0%, -2%, 0.3%
CCOC(=O)c1sc(NC(=O)C(C)(C)C)cc1C
  -4%, ?, -22%, -3%, -6, -1%, -23%, 20%, 1%, 11µM*, 0.2%
CC(C)c1ccc(CN2CCN(S(=O)(=O)c3ccc(Cl)s3)CC2)cc1
  1%, -20%, 1%, ·, -16, 1%, 3%, 18%, 1%, 3%, -0.3%
CCOc1ccc(S(=O)(=O)N2CCCCC2)c(C)c1C
  0%, -6%, -8%, -4%, 0, 0%, 0%, 13%, 3%, 16%, 0.1%
COc1ccc(CC(=O)NNC(=O)c2cc(Cl)ccc2OC)cc1
  0%, 18%, -12%, -1%, 7, -1%, 0%, 2%, 1%, 4%, 4.0%
COc1ccccc1C(=O)Nc1c2c(nn1-c1cccc(C)c1C)CS(=O)(=O)C2
  ·, -21%, 10%, ·, -4, 1%, 2%, -2%, -1%, 5%, -0.3%
COc1cccc(C(=O)Nc2ccc(NC(=O)C(C)(C)C)cn2)c1
  -6%, ?, -4%, -4%, -2, 0%, ?, 2%, 1%, -12%, -0.2%
CSCC[C@H](NC(=O)Nc1ccc(C)cc1C)C(=O)O
  0%, -5%, -1%, 2%, 50, ?, 1%, ?, -1%, -4%, -0.2%
CN(C)N1C(N)=C(C#N)C(c2ccsc2)C2=C1CCCC2=O (stereo unspecified)
  -2%, -1%, -5%, -12%[46.1 µM], -8, -4%, ?, -3%, 1%, 1%, 0.4%
COc1ccc(CN2c3c(Br)cccc3C(=O)CS2(=O)=O)cc1
  -1%, 18%, 3%, 3%[46.1 µM], -7, 1%, 10%, ·, 3%, 10%, -0.3%
Cc1cn2c(nc1=O)OC1C(O)C(COC(=O)c3ccccc3)OC12 (stereo unspecified)
  -6%, 2%, -5%, -1%, 8, 0%, 6%, 1%, 2%, 11%, 0.3%
CCOc1ccc(CN2CCNC(=O)C2CC(=O)NCc2ccccn2)cc1 (stereo unspecified)
  -4%, 14%, -7%, -3%, -6, 1%, ?, -5%, 2%, 1%, -0.6%
